DNMT1 inh: DNMT1 (human) enzyme inhibition; P26358; DNMT1 molecular beacon, Hinp1I cleavage, fluorescence; inhibition (reported as % activation of signal), % at 10 µM; 0.83% of 360,000 active; in the data active means inhibition above about 50%
Target sequence (P26358 504-1616 limits assumed): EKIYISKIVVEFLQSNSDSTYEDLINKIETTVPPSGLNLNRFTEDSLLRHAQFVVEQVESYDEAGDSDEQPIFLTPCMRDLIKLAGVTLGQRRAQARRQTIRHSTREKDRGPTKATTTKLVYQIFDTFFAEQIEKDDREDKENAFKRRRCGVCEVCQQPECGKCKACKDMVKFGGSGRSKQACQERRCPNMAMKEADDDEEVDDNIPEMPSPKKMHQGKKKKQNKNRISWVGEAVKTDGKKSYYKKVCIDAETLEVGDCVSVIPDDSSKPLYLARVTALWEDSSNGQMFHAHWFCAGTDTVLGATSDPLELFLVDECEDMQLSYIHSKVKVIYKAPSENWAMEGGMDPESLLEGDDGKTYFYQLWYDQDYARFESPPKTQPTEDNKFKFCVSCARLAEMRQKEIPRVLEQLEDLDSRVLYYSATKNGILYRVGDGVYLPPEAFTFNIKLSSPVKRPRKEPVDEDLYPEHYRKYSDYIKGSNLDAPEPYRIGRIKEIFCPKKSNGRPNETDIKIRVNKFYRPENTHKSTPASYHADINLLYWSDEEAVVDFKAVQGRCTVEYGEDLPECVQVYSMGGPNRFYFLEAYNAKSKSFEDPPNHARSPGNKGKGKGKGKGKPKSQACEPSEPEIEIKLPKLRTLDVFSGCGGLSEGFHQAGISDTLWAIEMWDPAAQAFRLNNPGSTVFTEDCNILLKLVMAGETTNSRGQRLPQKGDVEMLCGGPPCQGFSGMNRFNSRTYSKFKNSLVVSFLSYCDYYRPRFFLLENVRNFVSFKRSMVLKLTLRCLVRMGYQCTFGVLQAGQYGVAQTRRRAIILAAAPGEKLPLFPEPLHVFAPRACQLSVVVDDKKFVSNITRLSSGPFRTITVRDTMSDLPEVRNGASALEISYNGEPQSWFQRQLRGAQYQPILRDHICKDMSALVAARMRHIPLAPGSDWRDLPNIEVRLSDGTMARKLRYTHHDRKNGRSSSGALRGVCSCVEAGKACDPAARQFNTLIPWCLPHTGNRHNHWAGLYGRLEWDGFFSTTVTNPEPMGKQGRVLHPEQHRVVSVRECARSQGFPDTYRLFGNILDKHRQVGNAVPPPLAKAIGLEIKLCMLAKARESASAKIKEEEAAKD
STEP block: STEP (human) phosphatase inhibition | P54829 | recombinant STEP, OMFP fluorogenic substrate, fluorescence | inhibition, % at 20 µM | 0.25% of 360,000 active | AID 588621;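 active means inhibition at 20 µM, scaled per plate between control wells, above about 37%, limit read from the data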;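 further: 0% = DMSO with enzyme and substrate and 100% = substrate only without enzyme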
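Material: STEP (striatal-enriched tyrosine phosphatase) enzyme, cell-free; Compound dosing: 20 µM single dose in 1% DMSO; Technique: fluorescence read at 480 nm ex / 540 nm em; Times: reaction 20 min, ambient temperature; Medium: 50 mM Bis-Tris pH 6.0 with 2.5 mM DTT and 0.005% Tween 20; Also added: OMFP at 25 µM.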
MsrA inh: inhibits bovine methionine sulfoxide reductase A | AID 651718 | inhibition, % at 15.5 µM | 0.75% of 360,000 active | purified bovine MsrA, absorbance read-out; in the data active means inhibition above about 4.5%;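 further: 0% = vehicle wells with enzyme and 100% = reference inhibitor wells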
TbMetRS inhib: Trypanosoma brucei MetRS inhibition; 0.4% of 360,000 active; AID 624268; purified T. brucei MetRS, ATP depletion, Kinase-Glo luminescence; inhibition, % at 11.9 µM;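 active means inhibition above a per-plate cutoff of the control wells' mean inhibition plus 3 SD, cut at about 5.5% in these data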;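 further: 0% = DMSO wells median and 100% = median of wells with control inhibitor compound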
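Dosing: 11.9 µM compound single dose, 0.9% DMSO; Assay system: purified T. brucei MetRS enzyme; Measured by: Kinase-Glo luciferase luminescence reporting remaining unconsumed ATP; Schedule: 15 min plus 2 h at 25 °C.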
SUMO1 PPI mod: SUMO1-SIM interaction modulation. P63165. SUMO1 binding to a labelled peptide, TR-FRET, 1 h. inhibition, % at 20 µM. 0.33% of 360,000 active. AID 602429; in the data active means inhibition above about 37%
CSN inh: inhibitors of human CSN-mediated cullin deneddylation. AID 651999. Q92905. inhibition, % at 12.5 µM. Purified CSN, SCF-Nedd8-OG deneddylation, fluorescence polarization. 0.38% of 360,000 active;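 active means pattern-corrected inhibition above about 35%, with an unprinted fluorescence ratio check between 0.5 and 1.5, limit read from the data, passing the limit was not always enough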;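 further: 0% = enzyme with substrate and 100% = substrate without enzyme; some results filed as inactive read as strong as hits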
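assay system = purified human Csn5 enzyme expressed in HEK293T cells | amount = 0.24 nM enzyme | buffer or medium = Tris/NaCl/DTT buffer, pH 7.5 | reagent = 10 nM SCFSkp2-Nedd8OG | compound = one concentration, 12.5 µM, 0.25% DMSO | times = 90 min reaction at room temperature | signal = FP | read-out basis = % inhibition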
Rpn11 block: Rpn11 (human) deubiquitinase inhibition; human 26S proteasome, Ub4-pepOG fluorescence polarization; 20S core pre-blocked with epoxomicin; calls only at 20 µM; 0.59% of 360,000 active;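 active means inhibition at 20 µM, scaled to each plate's controls, above about 33%, limit read from the data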
Scp1 inh: Scp-1 (human) phosphatase inhibition | Recombinant Scp1, phosphopeptide, malachite green phosphate absorbance | Q9GZU7 | inhibition, % at 20 µM | 0.88% of 340,000 active;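 active means inhibition above about 50% at 20 µM, limit read from the data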;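 further: plate controls were DMSO wells with enzyme for no effect and wells lacking enzyme for full effect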
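Material – SCP-1 phosphatase catalytic domain, residues 76-261 · Buffer or medium – Acidic Tris acetate buffer with magnesium and detergent · Also added – Phospho 17-mer peptide substrate · Compound – single 20 µM dose, 1% DMSO · Times – 45 min room-temperature reaction, 5 min colour, 30 min stabiliser · Technique – Phosphate-binding colour reagent, absorbance read at 630 nm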
NadD inh: blocks S. aureus nicotinate mononucleotide adenylyltransferase. purified NadD enzyme, colorimetric absorbance read-out. inhibition, % at 20 µM. 0.78% of 360,000 active. AID 602399; in the data active means inhibition above about 26%; further: some compounds past the cut are filed as inactive
LMPTP inh: LMPTP (human) inhibition; inhibition, % at 20 µM; recombinant LMPTP-A, OMFP fluorogenic substrate, fluorescence intensity; 0.22% of 360,000 active; P24666; AID 651560;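 active means compounds that cut the enzyme signal by at least half of the control window in the single-dose screen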;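 further: plate controls were DMSO wells with enzyme plus substrate for no effect and substrate without enzyme for full effect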
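Test system – LMPTP-A phosphatase enzyme · Quantity – 0.625 nM LMPTP-A final · Reagent – OMFP substrate, 400 µM final · Dosing – one test concentration per compound, 20 µM, with 3% DMSO overall · Timing – 50 min enzyme reaction at room temperature, protected from light · Detection – fluorescence intensity · Controls – substrate-only low control, DMSO enzyme-plus-substrate high control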
* hit, by the source's call; i = inactive; · = not tested or not shown.

DNMT1 inh | STEP block | MsrA inh | TbMetRS inhib | SUMO1 PPI mod | CSN inh | Rpn11 block | Scp1 inh | NadD inh | LMPTP inh | SMILES
-7 | 2 | 3.1 | 0.2 | -6 | -5 | i | -10 | 8 | 1.9 | Cc1cc(C(=O)Cn2nc(C(=O)O)c3ccccc3c2=O)c(C)n1-c1ccccc1
13 | 0 | -0.4 | -1.3 | -2 | -1 | i | -3 | 4 | -2.4 | CCc1ccc(-c2nc(NC(=S)NC(=O)c3cccs3)sc2C)cc1
21 | 1 | -0.3 | -1.1 | 3 | -2 | i | 4 | -3 | -0.7 | Cc1ccc(C)c(NC(=S)NC(NC(=O)Cc2ccccc2)C(Cl)(Cl)Cl)c1 (centres undefined)
-2 | 0 | -0.5 | -0.2 | -1 | 2 | i | · | -2 | -1.2 | Cc1ccccc1NC(=O)Nc1nc(C2CCC(=O)N2)cs1 (centres undefined)
-1 | 2 | 0.0 | 0.7 | -2 | -2 | i | -5 | 9 | -0.3 | COc1cccc(CNC(=O)CCC(=O)N2CC(C)Oc3ccccc32)c1OC (centres undefined)
-5 | 3 | 1.5 | -0.1 | -15 | 4 | i | · | -5 | -1.8 | S=c1[nH]c2nc(Cl)c(Cl)nc2[nH]1
-3 | 68* | -0.1 | -0.1 | 2 | 1 | i | -8 | -6 | -1.9 | O=C(O)c1ccc(NC(=O)c2ccccc2NC(=O)c2cccc(F)c2)cc1
-2 | 0 | -1.0 | -0.4 | 2 | 0 | i | -7 | -5 | -0.9 | CCOc1ccc(CCNC(=O)c2ccc(OCc3c(C)noc3C)cc2)cc1OCC
-1 | 4 | -0.2 | -1.4 | 1 | -2 | i | 0 | -5 | 0.1 | O=c1c2ccccc2nc(CSc2nnnn2-c2ccccc2)n1-c1ccccc1Cl
1 | 2 | 0.5 | -0.6 | -4 | -4 | i | -5 | -4 | -1.6 | O=[N+]([O-])c1ccc(O)c(CN2CCCCCC2)c1
0 | 2 | -0.3 | -0.1 | 1 | 0 | i | -2 | 3 | -0.1 | Cc1cccc(-n2c(-c3csc(C)c3C)n[nH]c2=S)c1
7 | 4 | 1.5 | -0.2 | -4 | 2 | i | 8 | 4 | 1.2 | Cc1ccc(-c2nnc(N3CCN(C(=O)c4ccco4)CC3)c3ccccc23)cc1
3 | -3 | -0.8 | -0.4 | 0 | -4 | i | -5 | -6 | -1.6 | Cc1c(Cl)cccc1-n1ccnc1SCC(=O)O
-4 | 0 | 0.1 | 0.1 | 51* | -3 | i | -4 | 6 | 0.4 | Cc1cc(C)cc(NC(=O)c2ccc(CNc3c(N4CCCC4)c(=O)c3=O)cc2)c1
-5 | -1 | 0.0 | -0.1 | 2 | -3 | i | -2 | -3 | 0.8 | O=S(=O)(c1ccc(Oc2ccc(Br)cc2F)nc1)N1CCCCC1
1 | 0 | -1.6 | -0.1 | -2 | 0 | i | -4 | -2 | 1.6 | CCN(CC)S(=O)(=O)c1ccc2c(c1)N(CC(=O)NCc1ccccn1)C(=O)CO2
3 | -2 | 0.1 | -0.2 | -18 | -2 | i | -6 | 9 | -1.7 | COc1cc(/C=C/C(=O)OCC(=O)N(CC(C)C)c2c(N)n(Cc3ccccc3)c(=O)[nH]c2=O)ccc1O
-1 | 2 | 1.0 | 0.5 | -1 | 2 | i | -15 | -4 | -1.5 | CC(O)CNc1nc2c(c(=O)n(Cc3ccccc3)c(=O)n2C)n1C (centres undefined)
0 | -3 | -0.4 | 0.8 | -4 | -6 | i | -7 | -2 | -1.1 | CC(=O)NCCCC(=O)NN1C(=S)N(Cc2ccccc2)C(=O)C1CC(=O)Nc1cccc(C)c1 (centres undefined)
-7 | 2 | -0.2 | 0.1 | 1 | 4 | i | -15 | -4 | 4.4 | O=C(Nc1cccc(Cl)c1N1CCCCC1)c1ccc2c(c1)OCCO2
-1 | 2 | 1.6 | -0.2 | -5 | 2 | i | -7 | -3 | 0.4 | CC(C)OCCCNC(=O)c1cc(S(=O)(=O)N2CCCCC2)c[nH]1
0 | -2 | 1.9 | 0.1 | 0 | -3 | i | 5 | -2 | -0.1 | COc1cccc(NC(=O)CN2CCN(C(=O)c3ccco3)CC2)c1
-2 | -1 | 0.1 | -0.2 | -3 | -6 | i | -1 | 1 | -2.4 | CCn1c(CNC(=O)COC)nc2ccccc21
2 | 2 | -0.1 | 0.1 | -5 | -1 | i | -1 | -2 | -1.9 | COc1ccc(OC)c(C(C)NC(=O)Nc2ccccc2)c1 (centres undefined)
-1 | 0 | -0.7 | 0.2 | 2 | 1 | i | -13 | -7 | -1.4 | CC(C)=CCC/C(C)=C/C(N)=O
0 | 1 | -1.3 | -0.3 | 3 | 2 | i | -8 | -1 | -0.9 | CCN1C[C@@H]2[C@@H]3C(=O)N(C)C(=O)[C@@H]3[C@](Cc3ccccc3)(C1=O)N2C(=O)c1ccc(F)cc1
4 | 0 | 0.8 | -0.6 | -15 | -5 | i | -8 | 1 | -1.5 | O=C1OC/C(=C(/O)c2ccc(Cl)cc2)C1=O
-14 | 2 | -1.1 | -1.1 | 4 | -3 | i | 1 | 6 | 4.8 | Cc1ccc(OCc2nnc(SCC(=O)c3ccccc3)n2-c2ccccc2)cc1
14 | 2 | -0.4 | -0.3 | -3 | -3 | i | -4 | -2 | -3.0 | O=C(CN1C(=O)NC2(CCCCCC2)C1=O)NCc1cccs1
2 | 2 | -1.0 | -0.2 | -18 | -3 | i | -12 | -3 | 0.3 | O=C(c1ccc([N+](=O)[O-])cc1)N1CCC(n2nnc3cc(F)ccc32)CC1

Structures listed above marked active in STEP block.
DNMT1 inh | STEP block | MsrA inh | TbMetRS inhib | SUMO1 PPI mod | CSN inh | Rpn11 block | Scp1 inh | NadD inh | LMPTP inh | SMILES
-3 | 68* | -0.1 | -0.1 | 2 | 1 | i | -8 | -6 | -1.9 | O=C(O)c1ccc(NC(=O)c2ccccc2NC(=O)c2cccc(F)c2)cc1

Other entries follow.
DNMT1 inh | STEP block | MsrA inh | TbMetRS inhib | SUMO1 PPI mod | CSN inh | Rpn11 block | Scp1 inh | NadD inh | LMPTP inh | SMILES
-1 | -1 | 1.4 | -1.4 | 14 | 2 | i | -3 | -3 | 0.0 | Cc1cc(C)c(C(N)=O)c(Nc2ccc3c(c2)OCCO3)n1
-9 | 5 | -2.0 | 5.0 | 2 | 13 | i | · | 26 | 0.8 | CCCCCCCCC(c1nc2ccccc2[nH]1)N1CCN=C1c1cc2ccccc2[nH]1 (centres undefined)
7 | -1 | 0.5 | -1.2 | 0 | -4 | i | -17 | -1 | -0.4 | CCOC(=O)C1CCN(C(=O)C2(NC(=O)NC3CCCCC3)CCCCC2)CC1
1 | 2 | 0.4 | -0.5 | 0 | 3 | i | -7 | 4 | -0.4 | Cc1ccc(C)c(NC(=O)CSc2nnc(CNC(=O)c3cccs3)o2)c1
1 | -4 | 2.4 | -0.8 | 5 | -3 | i | -2 | 9 | -1.5 | COc1cc(C(=O)N(Cc2cc3cc(C)ccc3[nH]c2=O)CC2CCCO2)cc(OC)c1OC (centres undefined)
-1 | -2 | 4.1 | -0.3 | -22 | -1 | i | 0 | 4 | 0.7 | CCOC(=O)Cn1nc(/C=C/c2ccc(OC)cc2)ccc1=O
1 | 0 | -1.3 | 0.9 | -1 | 7 | i | -9 | -1 | -0.4 | O=C(CCc1c[nH]c2ccccc12)NC1CC1
-14 | 1 | 2.4 | -0.2 | 5 | 0 | i | -7 | 4 | 0.3 | COc1ccc(C(=O)NNC(=O)C(Cc2ccc(O)cc2)NC(=O)c2ccccc2NC(=O)c2ccc(OC)cc2)cc1 (centres undefined)
2 | 1 | 1.1 | -1.1 | -2 | 4 | i | 2 | 4 | -0.4 | COCCN(Cc1cc2ccccc2[nH]c1=O)C(=O)c1ccccc1OC
1 | -1 | 0.1 | -0.8 | -6 | -1 | i | -19 | 7 | 3.5 | CCOC(=O)c1cc2c(s1)-c1ccccc1CC2
3 | -1 | 0.3 | 0.2 | 0 | -2 | i | -10 | 2 | 2.2 | C/C=C(/C)C(=O)O[C@@H]1c2c(ccc3ccc(=O)oc23)O[C@@H]1C(C)(C)OC(=O)/C(C)=C\C
-2 | -1 | 0.3 | -0.1 | -1 | 2 | i | -3 | -3 | -0.9 | Cc1ccc(C)c(CNS(=O)(=O)c2c(C)[nH]c(C)c2C(=O)N2CCCCC2)c1
2 | 3 | 0.7 | 0.5 | -5 | 0 | i | -9 | 13 | -2.4 | O=S(=O)(c1ccc(-c2nnc(SCc3ccccc3)o2)cc1)N1CCCC1
6 | 0 | -0.8 | -0.8 | 3 | -2 | i | 3 | -3 | -0.3 | Cc1ccc(N2C(=O)N(C(C)C)C(C)(C)CC2(C)O)cc1 (centres undefined)
0 | 1 | 1.7 | -0.2 | 1 | 3 | i | -8 | -9 | 3.2 | Cc1ccc(OCc2nnc(SCc3cc(=O)[nH]c4ccccc34)o2)cc1
1 | 1 | -0.6 | 1.3 | -4 | 2 | i | -1 | -5 | 2.3 | Cc1ccc(/C=N/N(C)S(=O)(=O)c2ccc(C)cc2)cc1
0 | 2 | 1.2 | 0.4 | 4 | 5 | i | 0 | 19 | 0.1 | CCc1nnc(NC(=O)CSc2nnc(-c3cc4ccccc4cc3O)n2CC)s1
3 | -1 | 0.5 | -0.7 | 0 | 6 | i | -7 | -4 | -0.3 | CCOC(=O)c1cc(-c2ccccc2)n[nH]1
25 | 1 | 2.5 | -0.9 | -7 | -3 | i | 31 | 2 | 0.7 | Cc1nc(NC(=O)/C=C/c2ccco2)sc1C
4 | 0 | 0.7 | -0.6 | -7 | 6 | i | 6 | 5 | -1.0 | Brc1ccccc1/C=N/Nc1nc2ccccc2o1
2 | 4 | -0.4 | -0.4 | -4 | 6 | i | -3 | -5 | -0.8 | C[C@@H]1CN(C(=O)c2nc3ccc(Cl)cn3c2CNCC[C@@H]2C[C@@H]3C=C[C@H]2C3)C[C@H](C)O1
0 | -1 | -0.2 | -0.2 | -5 | -3 | i | -5 | 3 | -1.1 | Cc1cc(C)cc(N2C(=O)C=CC2=O)c1
-2 | 2 | 3.3 | -0.3 | -2 | 2 | i | -5 | -2 | -1.2 | Cc1csc(NC(=S)NC(=O)c2ccccc2)n1
1 | 0 | 2.5 | -0.5 | 0 | -6 | i | -4 | -1 | 0.7 | COc1cccc(CNC(=O)C2=Cc3cccc(OC)c3OC2)c1
